# Peg3 prom inh – Peg3 promoter activity inhibition; HeLa PEG-Prom luciferase reporter, luminescence, overnight; inhibition, % at 20 µM; 360,000 tested, 1.7% active;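 active means inhibition of at least 50% at 20 µM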
# KKLEB tox – CF airway cell cytotoxicity counter-screen; KKLEB CF airway cells viability, ATPlite luminescence, overnight; active compounds read low; cells stimulated with P. aeruginosa culture filtrate; activity change (cytotoxicity), % at 5 µM; 360,000 tested, 0.36% active; AID 602141;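 active means corrected activity change at or below -50% at 5 µM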
# CaV13 FRET inh – Primary screen for inhibitors of IQ motif and Ca2+-dependent inactivation inhibitor domain binding in CACNA1D, Förster resonance energy transfer in living cells, …; HEK cells, CFP/YFP FRET ICDI-IQ, plate reader, 10 min; percent FRET-ratio fall versus neutral wells; AID 743397; 340,000 tested, 0.098% active; inhibition, % at 12.3 µM;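 active means mean replicate inhibition of at least 30% and at least 1% of replicates passing that level; inconclusive means only one of the two criteria is met; inactive means neither criterion is met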;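 further: 0% = median of the neutral control wells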
# NR2E3 ag-1 – agonists of human NR2E3 nuclear receptor; Q9Y5X4; CHO-S Gal4-NCOR/VP16-NR2E3 two-hybrid, luciferase; inhibition of corepressor binding, % at 3.98 µM; 360,000 tested, 0.35% active; AID 602229;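 active means inhibition above the mean of all tested compounds plus 3 SD, cut at about 70% in these data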;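 further: 0% = DMSO with NR2E3 transfected cells and 100% = cells lacking NR2E3 construct; higher means lower luciferase signal from less NR2E3 corepressor binding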
# Target sequence (Q9Y5X4 whole entry, looked up, the tested form may be a part): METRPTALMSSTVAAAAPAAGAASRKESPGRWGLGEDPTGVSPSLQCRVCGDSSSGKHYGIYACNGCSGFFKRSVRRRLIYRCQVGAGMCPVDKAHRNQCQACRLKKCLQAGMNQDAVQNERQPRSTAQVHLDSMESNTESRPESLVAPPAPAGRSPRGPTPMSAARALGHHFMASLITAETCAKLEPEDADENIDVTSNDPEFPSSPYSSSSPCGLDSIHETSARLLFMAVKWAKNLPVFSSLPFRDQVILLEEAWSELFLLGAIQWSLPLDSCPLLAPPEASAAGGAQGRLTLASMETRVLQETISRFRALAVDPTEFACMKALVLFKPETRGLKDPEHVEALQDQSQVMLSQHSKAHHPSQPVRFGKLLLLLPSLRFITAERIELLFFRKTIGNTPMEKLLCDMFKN
# Shn3 3UTR inh – Schnurri-3 reporter inhibition in Clone20 osteoblasts; Clone20 osteoblast Shn3 3'UTR firefly luciferase, 24 h; inhibition, % at 12.5 µM; 360,000 tested, 0.52% active; AID 588674;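 active means mean inhibition of at least 75% with every replicate also reaching 75%; inconclusive means mean inhibition at least 75% but some replicate below; inactive means mean inhibition below 75%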;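 further: 0% = median of neutral control wells and 100% = pilot-screen positive control compound; some compounds past the cut are filed as inactive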
# NR2E3 ag-2 – NR2E3 (human) agonism | AID 2300 | GST-NR2E3/biotin-RetCOR TR-FRET, 1536-well | Q9Y5X4 | 320,000 tested, 0.12% active | inhibition of corepressor binding, % at 4.78 µM;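 active means percent inhibition above the cutoff of mean plus 3 SD of all tested compounds, set per screening campaign, cut at about 20% in these data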;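 further: 0% = DMSO wells and 100% = biotin wells as full block of FRET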
#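 Material: NR2E3–RetCOR corepressor complex / Incubation: Compound–protein incubation for 5 h at 4 °C / Dosing: compound at 4.8 µM, single dose / Detection: time-resolved FRET / Benchmarks: high control biotin, low control 0.6% DMSO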
# MITF TRPM1 inh – reduces MITF-dependent TRPM1 promoter luciferase signal; AID 488899; 330,000 tested, 0.83% active; SK-MEL-5 TRPM1 promoter luciferase, 24 h; inhibition, % at 12.5 µM;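 active means mean inhibition across replicates of 60% or more, whatever share of single replicates reaches that level; inconclusive means some that reach 60%, reason not given; inactive means mean inhibition across replicates below 60%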; further: values of inactives mirror those of a sister screen read the other way
# Vif imaging – HIV Vif inhibition; HEK293T cells, Vif self-association by quenched fluorescence, imaging, 24 h; inhibition, % at 7.49 µM; 340,000 tested, 0.35% active; AID 602346; in the data active means inhibition above about 50%, passing the limit was not always enough; inconclusive means no clear call, values can overlap the other calls; inactive means below about 31%; further: some results filed as inactive read as strong as hits
# HIF-2a block – blocks HIF-2a reporter activity; 786-0 RCC cells HIF-2a reporter, luciferase luminescence, overnight; inhibition, % at 18.8 µM; 360,000 tested, 0.72% active;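 active means inhibition of the luminescence signal of 40% or more relative to plate controls, in a single-dose primary screen at 18.75 µM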
# CF NFkB block – inhibitors of cystic fibrosis induced NF-kB. KKLEB NF-kB-GFP reporter, PAF-induced, GFP fluorescence overnight. inhibition, % at 5 µM. 360,000 tested, 0.86% active. AID 588850;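 active means at least 50% inhibition at 5 µM, scaled per plate between neutral and stimulator controls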;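 further: PAF is a Pseudomonas aeruginosa culture filtrate used as stimulus; plate controls were PAF-stimulated DMSO wells for no effect and unstimulated DMSO wells for full effect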
# PDI inh – PDI (human) enzyme inhibition. PDI insulin aggregation turbidity, A650, 90 min. inhibition, % at 10 µM. P07237. 350,000 tested, 0.052% active;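 active means mean inhibition across replicates of 30% or more, whatever share of single replicates reach that level; inconclusive means mean inhibition below 30% while every single replicate reaches 30%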;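 further: absorbance from insulin aggregation driven by PDI reduction with DTT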
# Target sequence (P07237 whole entry, looked up): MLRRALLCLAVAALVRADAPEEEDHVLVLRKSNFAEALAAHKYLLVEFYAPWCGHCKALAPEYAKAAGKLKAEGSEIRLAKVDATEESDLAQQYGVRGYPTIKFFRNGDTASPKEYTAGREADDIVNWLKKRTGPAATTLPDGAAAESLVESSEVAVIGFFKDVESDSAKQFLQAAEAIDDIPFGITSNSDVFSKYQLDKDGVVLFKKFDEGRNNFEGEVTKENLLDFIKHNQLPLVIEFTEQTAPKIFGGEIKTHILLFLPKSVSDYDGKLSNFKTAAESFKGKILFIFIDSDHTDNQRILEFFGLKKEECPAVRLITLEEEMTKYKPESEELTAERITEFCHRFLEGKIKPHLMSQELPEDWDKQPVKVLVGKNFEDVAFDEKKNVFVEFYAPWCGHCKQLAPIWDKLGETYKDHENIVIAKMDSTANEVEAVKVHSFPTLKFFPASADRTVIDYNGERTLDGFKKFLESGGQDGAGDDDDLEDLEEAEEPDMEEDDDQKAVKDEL
# Starred values were filed as active, the others as inactive; ? = inconclusive; / = no result given.
SMILES	CaV13 FRET inh	Vif imaging	HIF-2a block	Peg3 prom inh	MITF TRPM1 inh	Shn3 3UTR inh	NR2E3 ag-2	PDI inh	NR2E3 ag-1	CF NFkB block	KKLEB tox
CCN(CC)c1ccc(/C=N/NC(=O)CNC(=O)c2cccnc2)cc1	-19	-9	-22	-1	-2	-8	-2	-7	-3	3	-5
COC(=O)c1ccc(N2CCOCC2)c(NC(=O)c2cccnc2)c1	-3	0	19	15	0	-6	1	9	-35	-27	23
COC(=O)c1c(NC(=O)Cn2cnc([N+](=O)[O-])n2)sc2c1CCC(C)C2 (configuration not stated)	-3	0	16	4	9	-27	-2	-9	-30	-18	3
COC(=O)C1C(O)CCC2CN3CCc4c([nH]c5ccccc45)C3CC21 (configuration not stated)	/	-2	11	0	15	-17	-4	/	-7	-2	3
CC(=O)Nc1nc2cc(N)ccc2s1	-7	-6	-6	-19	-12	-4	3	-4	-13	-11	8
CC(=O)NC(=S)Nc1ccc(S(=O)(=O)N(C)Cc2ccccc2)cc1	-4	0	5	16	-6	28	3	-3	10	8	10
COc1cccc(-c2csc(N3CCN(C(=O)Nc4ccc(F)cc4)CC3)n2)c1	-5	-2	-39	19	-5	34	2	-2	-2	-27	6
COc1ccc(NC(=O)Cn2ncn3c(cc4ccccc43)c2=O)c(OC)c1OC	-3	12	9	-5	9	0	1	-8	-10	-25	-1
O=C(C1=C[C@H](C2CCCCC2)C[C@H](OCc2ccc(CO)cc2)O1)N1CCN(Cc2ccccc2)CC1	-10	-1	10	9	-11	33	3	8	-10	-6	6
Cc1ccccc1-c1cnc(C(O)c2ccccc2)[nH]1 (configuration not stated)	-9	-9	-210	-212	/	-51	/	-4	-56	10	-14
Cc1ccc(C(=O)N/C(=C\c2ccco2)C(=O)N2CCSCC2)cc1C	-2	-1	13	6	-3	0	2	0	8	-1	15
Cc1ccc(S(=O)(=O)NCCCN(C)C)cc1	/	-1	10	22	-6	-4	-4	1	-28	-4	-10
CSc1ccc(/C=C/C(=O)OCC(=O)N2CCN(S(=O)(=O)c3ccc(C)cc3C)CC2)cc1	-16	-4	6	10	/	2	-1	5	-26	-3	5
O=C(NCc1cccs1)c1cc(-c2ccccn2)nc2ccc(Br)cc12	6	-3	9	8	2	29	4	-1	-10	-12	-21
COc1ccc(C(=O)Nc2ccc3c(c2)C(=O)c2ccccc2C3=O)cc1OC	-6	3	-51	-62	-9	-30	0	-5	-6	-4	-2
OC[C@@H]1CCCN1Cc1cn(-c2ccccc2)nc1-c1ccc2c(c1)OCO2	-7	14	-63	-17	-1	/	3	-6	37	-5	-4
O=C(CNC(=S)N(CCCN1CCOCC1)Cc1cccs1)NC1CCCCC1	3	-13	15	28	-2	18	3	-2	-7	4	-10
CCc1nc2ccccc2c2nc3ccccc3n12	/	/	-37	18	-4	-5	3	2	-17	-6	4
O=[N+]([O-])c1ccc(OCCOc2ccccc2/C=N/n2cnnc2)cc1	-4	-6	13	-1	-26	-1	2	0	10	-19	13
CC(C)Cn1c(SCC(N)=O)nnc1-c1cccc(S(=O)(=O)N2CCOCC2)c1	-16	12	7	7	-8	-7	/	-1	3	-1	20
COc1ccc(CNC(=O)CCc2ccc(S(=O)(=O)N3CCCCCC3)cc2)cc1OC	-7	-18	-2	-5	-2	-2	/	2	1	12	-4
CCOC(=O)c1cc(C)n(S(=O)(=O)c2ccc(C)cc2)c1C	-6	-17	22	11	5	25	1	4	8	0	0
COc1ccccc1CNS(=O)(=O)c1c(C)[nH]c(C)c1C(=O)N1CCCC1	-7	-4	10	11	-9	-19	-6	1	-13	-23	28
Cc1cccnc1NC(=O)C1CCN(S(=O)(=O)c2cccs2)CC1	/	-2	-10	-6	36	4	2	7	-19	-2	-4
CCOC(=O)C(CSCC(=O)c1ccc(Cl)cc1)NC(=O)OC(C)(C)C (configuration not stated)	-1	/	13	0	-10	-9	-1	10	1	-7	2
CC(C(=O)c1ccc(-c2ccccc2)cc1)[n+]1cccc(NC(=O)c2ccccc2)c1 (configuration not stated)	-4	0	10	11	5	/	-2	3	-23	-2	5
N/C(=N\OC(=O)c1ccc(Cl)cc1)c1ccc(Cl)cc1	-6	-1	-274	-338	-94	-70	-2	-1	-41	-14	8
O=C(CCCn1c(=S)[nH]c2ccc(Br)cc2c1=O)N1CCN(c2ccccn2)CC1	-6	-26	16	21	-4	-23	2	3	23	-15	2
Fc1cccc(Cc2noc(CN3CCN(c4cnccn4)CC3)n2)c1	-14	7	9	12	1	22	2	-2	-1	10	2
Cc1ccccc1N1CCN(S(=O)(=O)c2nnc(NC(=O)c3ccc(F)cc3)s2)CC1	-5	-8	6	21	13	6	-2	0	-2	-5	-8
CCO[C@@H]1OC(C(=O)N2CCOCC2)=C[C@H](c2coc3ccccc3c2=O)[C@H]1CCCO	-10	2	-4	6	2	19	5	-3	5	-26	0
CCOCCCNCc1ccc(OCc2ccccc2Cl)cc1	4	3	23	1	2	-10	-1	9	-43	4	-8
CCn1c(=O)n(CC)c2cc(N3CCCC3)c(NC(=O)c3ccc(OC)c(Br)c3)cc21	-5	-4	16	12	-2	4	-3	7	-25	-9	-1
O=C(O)CCc1nnc(SCC(=O)Nc2cccc(C(F)(F)F)c2)[nH]c1=O	-5	-3	19	-13	-6	9	4	0	3	14	2
O=C(CCc1ccccc1)OCC(=O)c1cccc([N+](=O)[O-])c1	-7	1	5	-3	10	-16	1	-2	-5	-7	-3
Cc1ccc(S(=O)(=O)N2CCN(S(=O)(=O)N3CCOCC3)CC2)c(C)c1	-8	-1	-10	16	4	9	1	-1	23	-1	1
OC(CSc1ccc(F)cc1)CN1CCN(c2ccccc2)CC1 (configuration not stated)	-5	-1	15	17	4	49	3	24	-5	3	12
CCOc1ccc(NS(=O)(=O)c2cc(C(=O)N3CCN(c4ccccc4O)CC3)ccc2Cl)cc1	-4	/	0	18	-8	-9	/	-2	-8	17	4
Cc1cc(OCC(=O)N2CCN(c3ccccn3)CC2)c(C)cc1Br	-6	3	13	12	6	8	4	-1	-1	18	-7
COc1ccc(S(=O)(=O)N2CCCC2C(=O)NCc2cccs2)cc1 (configuration not stated)	-9	/	8	4	12	-5	3	6	-7	-1	-4
C#CCOCCOCCOCCNc1nc(N2CCN(C(=O)[C@H]([C@@H](C)CC)n3cc(CCCN=C(N)N)nn3)CC2)nc(N2CCN(C(=O)[C@H](CCCCN)n3cc(CC(C)O)nn3)CC2)n1 (some centres not stated)	-9	-4	2	2	3	12	3	12	-25	0	-2
Cn1c(-c2cc3c(C(F)(F)F)nn(C)c3s2)n[nH]c1=S	-5	6	12	16	5	-6	1	-1	-22	-4	1
Clc1cccc(-c2nc(NCC3CCCO3)c3ccccc3n2)c1 (configuration not stated)	3	-3	-19	17	-7	2	-1	4	-20	-8	-4
CCCCOC(=O)CCc1n[nH]c(=O)[nH]c1=O	-7	7	17	7	18	-18	0	-9	-7	6	3
c1ccc(C(c2ccccc2)c2nc(-c3cccnc3)no2)cc1	-8	29	9	6	-12	6	-1	2	7	19	-4
COc1cnc(-c2ccccc2)nc1Oc1ccccc1C	-4	-5	20	13	5	4	-4	-3	-73	4	-7
COc1ccc(S(=O)(=O)Nc2cccc3ccc(O)cc23)cc1	-5	?	20	49	30	0	-3	2	13	13	-9
CS(=O)(=O)c1cnc(-c2ccccc2)nc1-c1ccc(Cl)c(Cl)c1	-6	1	6	39	-7	3	3	1	-18	18	-34
CC(C)c1ccccc1NC(=O)CSc1n[nH]c(=O)n1C1CC1	-3	7	14	-11	-7	-3	2	-4	13	-6	4
CC(C)(C)C#CCn1c(/C=[N+](\[O-])C2CCCCC2)nc2ccccc21	/	-5	-36	14	-2	31	1	1	-9	-8	-4

# (continued)
SMILES	CaV13 FRET inh	Vif imaging	HIF-2a block	Peg3 prom inh	MITF TRPM1 inh	Shn3 3UTR inh	NR2E3 ag-2	PDI inh	NR2E3 ag-1	CF NFkB block	KKLEB tox
O=C(NCCn1cccn1)c1ccc(OC2CCN(CCc3ccccc3)CC2)cc1	-7	6	-38	-34	-5	11	4	-1	6	0	0
Cc1ccc2c(c1)c1c(n2C)C(=O)CCC1	-9	-1	-15	-30	7	-4	2	5	-25	8	-24
CC1(C)Cc2c(sc(NC(=O)C(=O)N3CCOCC3)c2C(N)=O)CO1	-13	6	14	-25	-1	2	-2	-2	-16	5	11
O=C(Nc1ccccc1-c1nc2ccccc2s1)c1ccco1	/	2	-60	-10	17	7	6	1	-16	-6	-5
CCCCOc1ccc(C(=O)Nc2ccc(SC(F)F)cc2)cc1OC	-15	-3	-23	-16	-23	-10	-1	11	-41	11	3
COc1ccc(Cc2nnc(NC(C)=O)s2)cc1	-5	-2	-7	-8	-6	6	0	5	20	6	3
C=CCn1c(SCC(=O)Nc2c(C)nn(Cc3ccccc3)c2C)nnc1C(O)c1ccccc1 (configuration not stated)	-5	-4	10	13	1	-4	-2	13	7	5	3
COc1ccc(Cl)cc1NC(=O)CCc1nc(-c2ccccc2F)no1	-16	-2	1	19	11	1	5	-3	-18	-11	4
COc1cc(OC)cc(C(=O)NNC(=O)CCNC(=O)c2ccc(Br)cc2)c1	-6	2	3	5	7	0	/	-10	-13	-2	8
CC(C)N(Cc1nc(COc2ccccc2)no1)Cc1nccn1C	-7	-2	-8	-2	2	-14	0	7	15	18	-7
CN(C)CCCNC(=S)N(Cc1cccs1)Cc1cc2cc3c(cc2[nH]c1=O)OCCO3	-5	4	-13	-10	-16	-3	1	11	-4	-1	10
CCn1c(-c2ccco2)n[nH]c1=S	-2	-2	19	4	0	-5	2	9	4	-15	5
O=C(Nc1nncs1)c1cc(S(=O)(=O)N2CCCCC2)ccc1Cl	-4	-3	5	9	-13	-14	0	-12	16	-17	2
COCCNC(=S)NC12CC3CC(CC(C3)C1)C2	-4	2	11	1	16	-3	-4	-5	5	-3	5
Cc1ccc(S(=O)(=O)C2(C(=O)Nc3ccc4c(c3)OCO4)CC2)cc1	-6	/	-8	1	/	-11	2	-7	5	-27	12
CCc1ccc(CN2C(=O)c3ccccc3C2C(=O)NC(C)CC)cc1 (configuration not stated)	-3	-11	6	17	-9	13	-1	-12	-2	-18	6
